Assay outcomes (PubChem)
GLS inhibitor = glutaminase GLS (human) inhibition | AID 624170 | GLS enzymatic activity, qHTS titration | Potency, µM (top dose mostly 45.5 µM), without a hit: at the highest dose activity change, negative = inhibition, hits mostly inhibitors | 0.21% of 410,000 active | O94925; further: potency means the concentration at half of the fitted maximal effect; on the % scale 0 is the no-effect control and ±100 the full control effect
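hKGA in 45 mM KH2PO4 pH 8.2, 0.02% Tween-20 with pin-transferred compounds; 1 mM L-glutamine (stock) plus glutamate oxidase/HRP/Amplex Red coupling added. Fluorescence read initially and after 30 min at RT.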
PI4K2A block = PI4K2A (human) kinase inhibition; Q9BTU6; purified PI4K2A, ADP-Glo luminescence, 1 h; hits give low values; activity change, negative = inhibition, % at 76.9 µM; 0.13% of 420,000 active; in the data active means activity change below about -50%; inconclusive means mostly about -30% to -49%;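 further: -100% = wells without enzyme as full effect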
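ADP-Glo luminescence measured ADP generated by PI4K2A enzyme (4 ug/mL before mixing) with 1.2 mM PI substrate (pre-mix) and 300 microM ATP (pre-mix). Tris pH7.5 buffer with MgCl2, Triton X-100; 1 h reaction at ambient temperature.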
Pin1 inhibitor = blocks the human prolyl isomerase Pin1; AID 504891; 0.009% of 390,000 active; Q13526; Potency, µM (series often up to 115 µM), without a hit: top-dose activity, negative = inhibition, most hits filed as inhibitors; Pin1 FP peptide displacement, HiFluor488, 10 min; active means well fitted inhibition curve with a large enough effect in the polarisation, with a control signal flat, not every such curve was filed as active; inconclusive means small, poorly fitted or top-dose-only effect, or effect the other way, or a change in a side signal; inactive means no such curve, though single readings can be large or run the other way; the % refers to the polarisation; further: potency means the concentration at half of the fitted maximal effect; on the % scale 0 is the no-effect control and ±100 the full control effect
Target sequence (Q13526 whole entry, looked up): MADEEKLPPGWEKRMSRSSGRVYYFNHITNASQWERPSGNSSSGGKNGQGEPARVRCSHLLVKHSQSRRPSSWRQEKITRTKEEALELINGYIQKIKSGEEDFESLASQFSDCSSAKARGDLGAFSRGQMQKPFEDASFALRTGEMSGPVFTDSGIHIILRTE
mIDH1 inhibitor = blocks human mutant IDH1 R132H enzyme; O75874; IDH1-R132H enzyme, NADPH consumption, diaphorase/resazurin fluorescence; Potency, µM (top dose mostly 76.6 µM), inactives show at the top dose activity change, negative = inhibition, usual class: inhibitors; 0.093% of 390,000 active; AID 602179; further: potency means the concentration at half of the fitted maximal effect; on the % scale 0 is the no-effect control and ±100 the full control effect; nearly all actives have a fitted effect of over 65% in size
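IDH1-R132H (0.5 ug/mL dispensed) in pH 7.5 Tris buffer was preincubated 30 min with compound, then given a substrate mix of 0.016 mM NADPH and 2 mM alpha-KG for 80 min at room temperature; remaining NADPH was read by diaphorase/resazurin fluorescence.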
HP1b binding inh = HP1-beta chromodomain-methylated histone interaction inhibition; P83916; AlphaScreen HP1-beta / biotin-H3K9me3 peptide binding; Potency, µM (highest dose often 114 µM), for the others: at the highest dose activity change, negative = inhibition, actives largely listed as inhibitors; 0.56% of 390,000 active; further: potency means the concentration at half of the fitted maximal effect; nearly all actives have a fitted effect of over 70% in size; inactives centre near 23
Target sequence (P83916 whole entry, looked up): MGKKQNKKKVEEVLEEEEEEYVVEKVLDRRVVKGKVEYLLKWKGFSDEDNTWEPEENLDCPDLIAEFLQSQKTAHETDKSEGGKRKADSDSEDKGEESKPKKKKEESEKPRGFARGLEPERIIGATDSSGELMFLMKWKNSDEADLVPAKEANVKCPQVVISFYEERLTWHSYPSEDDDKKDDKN
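HP1-beta protein (50 nM final) preincubated 30 min at room temperature with biotinylated H3(1-18)K9me3 peptide (50 nM) in PBS pH 7.4, 0.01% Tween-20, then compound added for 30 min. AlphaScreen streptavidin donor/nickel chelate acceptor beads (10 ug/mL final), 30 min dark, luminescence read.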
USP1 inh = blocks the human USP1/UAF1 deubiquitinase complex. O94782. recombinant USP1/UAF1, Ub-Rhodamine cleavage fluorescence. Potency, µM (titrated, usually from 57.1 µM), without a hit: at the highest dose activity change, negative = inhibition, usual class: inhibitors. 0.23% of 390,000 active. AID 743255; further: potency means the concentration at half of the fitted maximal effect; on the % scale 0 is the no-effect control and ±100 the full control effect; nearly all actives have a fitted effect of over 60% in size; inactives centre near -12
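USP1/UAF1 complex (1 nM) preincubated 15 min at room temperature with compound, then Ub-Rho substrate (150 nM final) added. Kinetic fluorescence at 480/540 nm over 6 reads at 60 s intervals; 50 mM HEPES pH 7.8, 0.5 mM EDTA, 0.1 mg/ml BSA, 1 mM TCEP, 0.01% Tween-20.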
TrxR1 substrate = rat thioredoxin reductase 1 substrate activity | O89049 | purified TrxR1 substrate turnover, NADPH consumption readout | Potency, µM (top dose mostly 114 µM), for inactives: top-dose activity change, negative = substrate turnover | 0.01% of 390,000 active | AID 588456; further: potency means the concentration at half of the fitted maximal effect; on the % scale 0 is the no-effect control and ±100 the full control effect; nearly all actives have a fitted effect of over 50% in size
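Rat TrxR1, dispensed at 90 nM, was prereduced with 400 uM NADPH (final) for 5 min at ~22 deg C, then incubated with compound 15 min before 400 uM selenite. A first-read NADPH fluorescence drop versus no-compound background flagged substrates.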
PGK inhibitor = inhibitors of T. brucei phosphoglycerate kinase | PGK/GAPDH coupled, Kinase-Glo luminescence, 60 min | P07378 | Potency, µM (highest dose often 57.5 µM), inactives show at the highest dose activity change, negative = inhibition, usual class: inhibitors | 0.043% of 380,000 active; further: potency means the concentration at half of the fitted maximal effect; on the % scale 0 is the no-effect control and ±100 the full control effect; nearly all actives have a fitted effect of over 60% in size
Target sequence (P07378 whole entry, looked up): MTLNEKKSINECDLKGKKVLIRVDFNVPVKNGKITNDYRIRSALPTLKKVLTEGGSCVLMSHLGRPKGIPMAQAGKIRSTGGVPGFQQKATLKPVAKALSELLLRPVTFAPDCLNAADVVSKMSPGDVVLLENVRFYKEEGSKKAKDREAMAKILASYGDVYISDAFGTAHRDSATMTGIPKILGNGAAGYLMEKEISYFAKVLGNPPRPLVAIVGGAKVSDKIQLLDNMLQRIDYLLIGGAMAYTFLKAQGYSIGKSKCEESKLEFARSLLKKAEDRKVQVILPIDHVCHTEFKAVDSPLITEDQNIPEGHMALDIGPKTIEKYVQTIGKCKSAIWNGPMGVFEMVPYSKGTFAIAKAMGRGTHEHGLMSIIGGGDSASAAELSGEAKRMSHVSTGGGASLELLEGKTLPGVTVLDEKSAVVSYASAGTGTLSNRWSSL
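Luminescent ATP detection (Kinase-Glo Plus) follows a 60-minute room-temperature incubation, with wells lacking PGK as controls. Buffer: 100 mM TEA (pH 7.6), 5 mM MgCl2, 0.01% Tween-20. Coupling enzyme GAPDH (100 nM final) supplies unstable 1,3-BPG in-well.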
rTrxR1 inhibitor = rat TrxR1 inhibition; recombinant rTrxR1, NADPH fluorescence consumption, selenite substrate; Potency, µM (doses to about 114 µM), for inactives: top-dose activity change, negative = inhibition, actives largely listed as inhibitors; AID 588453; O89049; 1% of 390,000 active; further: potency means the concentration at half of the fitted maximal effect; on the % scale 0 is the no-effect control and ±100 the full control effect; nearly all actives have a fitted effect of over 65% in size
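Rat TrxR1 (90 nM in the dispensed reagent) was pre-reduced with 400 uM NADPH for 5 min at room temperature, then incubated with compound for 15 min. After 400 uM selenite was added, NADPH fluorescence (Ex 340/Em 450 nm) was followed for 8 min.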
Numbers without * were called inactive; i = inactive; ? = inconclusive; nt = no result given; [ ] = another dose, or the depositor's remark. Unless noted, the call rests on the fitted dose curve; in most records, active means well fitted curve in the direction sought with a large enough effect; inconclusive means small, poorly fitted or top-dose-only effect, or another doubt; inactive means no such curve, though single readings can be large; an effect the other way counts as inactive or inconclusive.

SMILES	GLS inhibitor	PI4K2A block	Pin1 inhibitor	mIDH1 inhibitor	HP1b binding inh	USP1 inh	TrxR1 substrate	PGK inhibitor	rTrxR1 inhibitor
Cc1ccc(-n2c(-c3nn(C)cc3Cl)n[nH]c2=S)cc1	2%	-5	2%	1%	27%	-3%	-4%	-8%	-13%
S=c1[nH]nc(COc2ccccc2)n1/N=C/c1ccc(Cl)c(Cl)c1	-1%	5	0%	-2%	?	-11%	4%	-1%	18%
CCc1ccc(NC(=O)CCc2c(C)nn(-c3ccc(N4CCOCC4)nn3)c2C)cc1	20%	8	-1%	3%	16%[57 µM]	0%	-4%	0%	3%
C=COCCNC(=S)Nc1cccc(Cl)c1	0%	-10	-1%	5%	26%	-12%	6%	-5%	-13%
C=CCn1c(SCC(=O)Nc2ncc(Cc3cc(C(F)(F)F)ccc3Cl)s2)nnc1-c1ccncc1	1%	1	1%	-1%	32%[activator]	-7%	8%[57.1 µM]	nt	7%[57.1 µM]
Cc1ccc(CSc2ncc(Cl)c(C(=O)Nc3sc4c(c3C(N)=O)CCCC4)n2)cc1	-5%	-5	?	1%	61%[activator]	-16%	2%	i	0%
CCOc1ccc(-c2cc(CCCC(=O)N3CCN(c4ccc(OC)cc4)CC3)no2)cc1	14%	-6	-5%	-4%	24%	0%	-1%[57.1 µM]	6%	-8%[57.1 µM]
COc1ccc2c(C)cc(=O)sc2c1	8%	-3	nt	-3%	nt	6%	nt	4%	nt
Cc1csc(C(=O)O)c1-n1cccc1	?	2	-3%	4%	48%[activator]	-16%	2%	-13%	9%
COc1c(OC2OC(C(=O)O)C(O)C(O)C2O)cc(O)c2c(=O)cc(-c3ccccc3)oc12 (stereo unspecified)	19%	1	?	5%	17%	-20%	-14%	3%	-22%
Cc1c(NC(=O)c2cnn3cccnc23)c(=O)n(-c2ccccc2)n1C	-8%	-4	3%	0%	44%[activator]	-15%	-7%	i	-2%
COc1ccc(S(=O)(=O)N2CCC(C(=O)Nc3c(F)cccc3F)CC2)cc1	-11%	6	-4%	3%	30%	-20%	-1%[57.1 µM]	-10%	18%[57.1 µM]
CC(C)(C)OC(=O)N(Cc1ccccc1)Cc1ccccc1OCc1cccc(NC(=O)C2CCC2)c1	-6%	2	-3%	-2%[38.3 µM]	34%	-34%	0%	5%	23%
O=C(NC1CCN(Cc2ccccc2)CC1)C12CC3CC(CC(C3)C1)C2	10%	2	-6%	-1%	12%	-14%	1%	4%	7%
Cc1ccc(CNCCCn2cnc(C(=O)Nc3ccc(C)c(C)c3)n2)o1	0%	-2	4%	1%	-2%	?	5%	-2%	4%
COc1ccc(OC)c2c1nc1n2CCS1	2%	1	-8%	3%	?	-17%	8%	8%	0%
O=C(NC1CCCC1)c1ccc(CSCc2ccccc2F)o1	-7%	0	-4%	3%	14%	-16%	2%	-10%	?
CN(CC(=O)Nc1ccc(F)cc1)C(=O)c1ccc2ccccc2n1	4%	2	-4%	-1%	-1%	-6%	-3%[57.1 µM]	i	-2%[57.1 µM]
O=C(Oc1c(CN2CCOCC2)cc(Cl)c2cccnc12)c1ccccc1	-1%	-8	-7%	-2%	31%	-21%	-1%	-8%	1%
Cc1c(Cl)c([N+](=O)[O-])nn1CC(=O)NCc1cccs1	19%	-3	-7%	3%	15%	-10%	-9%	0%	?
CC1CCN(C(=O)C2Cc3ccccc3CN2S(=O)(=O)c2ccc(F)cc2)CC1 (stereo unspecified)	5%	-14	0%	4%	13%	-6%	-12%	-1%	-12%
CCCC(=O)N1CCN(c2ccc(NC(=O)c3ccc([N+](=O)[O-])o3)cc2Cl)CC1	4%	1	1%	10%	-5%	-22%	-3%[57.1 µM]	7%	-1%[57.1 µM]
CC(=O)Nc1nc(-c2ccc3c(c2)OCO3)cs1	1%	-8	0%	6%	0%	-12%	2%	-12%	-7%
Cc1ccc2nc(-c3cccnc3)c(NC3CCCCC3)n2c1	18%	1	-4%	0%	20%	0%	-14%	2%	-10%
Cc1cc(Br)c(NC(=O)Cn2c([N+](=O)[O-])cnc2C)cc1C	6%	-1	-1%	-17%	25%	-15%	-5%	-10%	3%
SMILES	GLS inhibitor	PI4K2A block	Pin1 inhibitor	mIDH1 inhibitor	HP1b binding inh	USP1 inh	TrxR1 substrate	PGK inhibitor	rTrxR1 inhibitor
O=C(O)C1C2C=CC(C2)C1C(=O)NCc1ccc2c(c1)OCO2 (stereo unspecified)	1%	1	-2%	-2%	26%	-4%	14%	nt	7%
Cc1ccc(C(=O)NNC(=O)C2CCN(c3nc(C)cc(C)n3)CC2)cc1	4%	-21	4%	0%	3%	7%	15%	nt	4%
Cc1cccc(C)c1NC(=O)c1cccc2c1-c1ccccc1C2=O	2%	3	5%	-1%	24%	-6%	-4%	2%	4%
O=C(CSc1n[nH]c(=O)[nH]c1=O)Nc1ccccc1C(=O)c1ccccc1	5%	-5	-1%	3%	22%	-2%	-2%	-5%	3%
Fc1cc(F)c(NC(=S)N2CCOCC2)c(F)c1	6%	-3	-6%	23%	14%	3%	8%[57.1 µM]	8%	-10%[57.1 µM]
CCCCC(CC)CNC(=O)c1ccc2c(c1)OCO2 (stereo unspecified)	1%	-1	-4%	9%	33%[activator]	?	7%[57.1 µM]	5%	-15%
CCN(CC)C(=O)CC(c1ccccc1)c1ccco1 (stereo unspecified)	-6%	-2	-5%	3%	23%	-13%	2%	18%	?
Cc1ccc(C(=O)N2CCN(C)CC2)cc1[N+](=O)[O-]	-3%	-4	-3%	2%	35%	-6%	0%	9%	5%
COc1ccc(-n2nnc(-c3nsc(NC(=O)c4ccc(C)c(C)c4)n3)c2C)cc1Cl	-6%	-11	30%	-9%	29%	-6%	7%[57.1 µM]	i	25%[57.1 µM]
O=c1ccn(C2CCCO2)c(=O)[nH]1 (stereo unspecified)	-8%	0	-5%	2%	35%	-10%	-8%	-9%	-14%
COc1ccc(NC(=O)CN(C)C(=O)C2=NN(c3ccccc3)C(=O)CC2)cc1	-3%	1	4%	4%	20%	-19%	3%	-6%	19%
Cc1ccc(S(=O)(=O)Nc2c(NC3CCCCC3)c3ccccc3oc2=O)cc1	52%[activator]	0	5%	0%	46%	-14%	8%	-12%	17%
O=C(NC(=S)Nc1ccc(Br)cc1F)C1CCCCC1	-22%	-1	1%	7%	9%	-5%	9%[57.1 µM]	-1%	11%[57.1 µM]
COc1cccc2sc(N(CCN(C)C)C(=O)c3ccc4c(c3)CCCC4)nc12	0%	-1	-1%	2%	-19%	-23%	4%	-1%	9%
Nc1ccn([C@@H]2O[C@H](CNCc3ccc(C#CCCO)cc3)[C@@H](O)[C@H]2O)c(=O)n1	3%	3	nt	13%	nt	-3%	nt	-3%	nt
CC1(C)CC2CC(C)(CN2c2ncnc3ccc(Br)cc23)C1 (stereo unspecified)	-8%	2	-1%	?	36%	-22%	-9%	i	-20%
COc1ccc2[nH]c(CN3CCN(C(C)C)C(CCO)C3)c(C)c2c1 (stereo unspecified)	16%	2	-10%	14%	20%	-20%	2%[57.1 µM]	-11%	-8%[57.1 µM]
COCCN1C(=O)c2ccccc2C(C(=O)N2CCN(c3ccccc3)CC2)C1c1ccc(F)cc1 (stereo unspecified)	18%	6	6%	-5%	23%	-14%	1%	2%	-1%
CC(=O)Nc1c(C)nn(-c2ccccc2)c1N1CCC(C(=O)Nc2ccc(C)cc2Cl)CC1	0%	-2	0%	6%	24%[57 µM]	?	6%[57.1 µM]	-8%	22%[57.1 µM]
CN(C)S(=O)(=O)c1ccc2c(c1)c(=O)c(C(=O)NCCCN1CCCCCC1)cn2C	0%	-2	4%	8%	40%	-15%	-5%[57.1 µM]	-2%	-11%[57.1 µM]
Clc1cccc(N=C2NN=C(c3ccc4c(c3)OCCO4)CS2)c1	-1%	-16	11%	?	-10%	-22%	-3%	i	5%
O=C(O)c1cccc(NC(=O)c2ccc3c(c2)C(=O)N(CC2CCCO2)C3=O)c1 (stereo unspecified)	nt	3	?	0%	38%[activator]	-19%	-7%	6%	1%
COc1cccc(/C(C)=N/Nc2ccc(S(=O)(=O)N3CCCCC3)cn2)c1	-3%	-5	38%[activator]	6%	49%[activator]	-23%	-2%	-2%	33%
CCN(C(=O)COC(=O)c1ccco1)c1cccc2ccccc12	3%	-3	0%	3%	23%	-7%	1%	-8%	-4%
C=CCn1cc(CN2CCC(C(=O)Nc3cccc(-c4cccc(F)c4)c3)CC2)c(C)n1	-4%	-2	-6%	-2%	7%	-11%	-7%	i	4%
CCOCC(=O)Nc1nnc(C2CCCCC2)s1	-1%	-3	-2%	-1%	-27%	-2%	-11%	0%	-14%
O=C(COC(=O)C1=COCCO1)Nc1ccccc1	9%	-1	-5%	2%	41%	-3%	-1%	-7%	9%
Cc1ccc(SCCNS(=O)(=O)c2ccc3c(c2)OCCO3)cc1	-3%	1	?	0%	42%[activator]	-15%	-11%	-6%	-3%
O=C(NC(=S)Nc1ccccn1)c1cccc([N+](=O)[O-])c1	9%	1	0%	-7%	21%	-10%	-10%	i	-8%

An excerpt (hit frequency here may not be typical).
